Screens from PubChem BioAssay.
HTT ATP protect = Huntington cell model cytoprotection by ATP luminescence | PC12 HTT-Q103 induced, cytoprotection, ATP luminescence, 40 h | Potency, µM (series often up to 56.4 µM), for the others: cytoprotection (ATP increase), most hits filed as activators | 230,000 tested, 0.14% active | AID 1471;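 note: potency is the fitted concentration of half-maximal effect; % of control where 0% means no effect; nearly all actives have a fitted effect of over 45% in size; toxic huntingtin expression switched on by the ecdysone agonist tebufenozide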
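Readout: ATPlite luminescence (ATP level). Model: stable PC12, inducible Htt exon1 Q103-GFP. Inducer: tebufenozide, 100 nM final. Compounds: dose series. No G418 in medium.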
HTT aggregate = inhibitors of mutant huntingtin aggregate formation in PC12 cells | Potency, µM (top dose mostly 46.1 µM), for the others: at the top dose activity change, negative = inhibition, actives largely listed as inhibitors | PC12 HttQ103-GFP aggregates, Acumen cytometry, 40 h | 220,000 tested, 1.1% active; note: potency is the fitted concentration of half-maximal effect; % is set by controls: 0 for no effect and ±100 for the full control effect; nearly all actives have a fitted effect of over 60% in size
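Multiplexed with ATP-based cell death, this channel scores GFP aggregates in PC12 cells expressing inducible HTTex1-Q103-GFP. Induction used 100 nM tebufenozide; compounds were tested in concentration series.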
GAA glycogen = alters human alpha-glucosidase cleavage of glycogen; P10253; recombinant GAA, glycogen substrate, Amplex Red glucose oxidase fluorescence; Potency, µM (series often up to 76.4 µM), for inactives: at the top dose activity change, negative = inhibition, usual class: inhibitors; 300,000 tested, 0.38% active;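 note: potency is the fitted concentration of half-maximal effect; 0% = full enzyme reaction and -100% = no-enzyme basal signal; the screen sought inhibitors and activators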
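Recombinant enzyme (4 nM final) with compounds titrated up to 77 uM and bovine liver glycogen (30 ug) in citrate pH 5.0, 0.01% Tween-20, 37 C 40 min. Released glucose detected by Amplex Red/glucose oxidase (Ex 573/Em 610); AC50 from Hill fits.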
CBFb RUNX1 block = CBF-beta/RUNX1 interaction disruption; AlphaScreen CBFb-His/RUNX1-biotin binding, biochemical; Potency, µM (series often up to 59.8 µM), inactives show at the highest dose activity, negative = inhibition, hits mostly inhibitors; 230,000 tested, under 10 active; note: % of control where 0% means no effect
Target sequence (Q01196 whole entry, looked up): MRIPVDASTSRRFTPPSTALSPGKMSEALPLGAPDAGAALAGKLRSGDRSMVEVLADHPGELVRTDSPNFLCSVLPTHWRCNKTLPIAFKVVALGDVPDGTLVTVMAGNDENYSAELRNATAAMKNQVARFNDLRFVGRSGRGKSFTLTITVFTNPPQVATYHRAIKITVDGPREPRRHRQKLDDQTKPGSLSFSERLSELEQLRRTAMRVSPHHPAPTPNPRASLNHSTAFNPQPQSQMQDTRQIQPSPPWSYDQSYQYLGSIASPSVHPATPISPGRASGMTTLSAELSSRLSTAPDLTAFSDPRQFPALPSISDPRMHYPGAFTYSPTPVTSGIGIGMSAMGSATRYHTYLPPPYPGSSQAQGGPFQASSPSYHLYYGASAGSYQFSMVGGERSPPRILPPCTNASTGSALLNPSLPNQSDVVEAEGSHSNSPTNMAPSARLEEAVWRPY
Target sequence (Q13951 whole entry, looked up): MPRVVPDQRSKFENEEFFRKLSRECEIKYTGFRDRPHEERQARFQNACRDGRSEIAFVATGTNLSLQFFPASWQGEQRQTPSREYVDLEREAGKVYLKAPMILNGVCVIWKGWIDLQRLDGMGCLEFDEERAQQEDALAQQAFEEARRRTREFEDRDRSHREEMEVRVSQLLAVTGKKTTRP
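AlphaScreen proximity signal reports loss of binding between His-tagged CBF-beta and biotin-labelled RUNX1, each at 30 nM. Proteins are pre-associated for 20 minutes, compounds added for 15 minutes, then beads for 90 minutes, all at ambient temperature.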
GAA inhib = blocks human lysosomal alpha-glucosidase. purified human GAA, 4-MU-alpha-glucoside fluorescence. AID 1466. 200,000 tested, 0.005% active. Potency, µM (titrated, usually from 76.9 µM), without a hit: at the highest dose activity change, negative = inhibition, usual class: inhibitors;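 note: potency is the fitted concentration of half-maximal effect; plate controls were uninhibited enzyme wells for no effect and no-enzyme background for full effect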
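Endpoint fluorogenic read: 20 min room-temperature reaction of 4 nM human alpha-glucosidase with 400 uM 4-methylumbelliferyl-alpha-D-pyranoside, pH 5.0, quenched with 1M NaOH/1M glycine pH 10. AC50 from Hill modeling.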
LMNA splice mod = LMNA splicing modulation | HeLa LMNA splicing GFP/RFP minigene ratio, 48 h | Potency, µM (highest dose often 46.1 µM), for inactives: at the highest dose ratio change, negative = inhibition, hits mostly inhibitors | 200,000 tested, 0.01% active | AID 1487; active = well fitted inhibition curve with a large enough effect in the signal ratio, with a control signal flat, not every such curve was filed as active; inconclusive = small, poorly fitted or top-dose-only effect, or effect the other way, or a change in a side signal; the % refers to the signal ratio; note: potency is the fitted concentration of half-maximal effect; % is set by controls: 0 for no effect and ±100 for the full control effect
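S3 HeLa stable clones carrying a lamin A-EGFP splicing minigene plus DsRed2 were seeded at 600 cells/well in Opti-MEM with 2% FBS, pin-dosed and incubated 48 h at 37°C. Acumen cytometry (488 nm) gave the GFP/RFP total-intensity ratio.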
GAA spleen mod = lysosomal alpha-glucosidase (human) modulation; Potency, µM (titrated, usually from 79.9 µM), for inactives: at the highest dose activity change, negative = inhibition, most hits filed as inhibitors; P10253; human spleen homogenate, 4-MU-alpha-glucoside fluorescence; 240,000 tested, 0.006% active; AID 2112;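 note: potency is the fitted concentration of half-maximal effect; 0% = enzyme with vehicle and -100% = no enzyme basal signal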
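Human spleen homogenate (1 ug) with 4-methylumbelliferyl-alpha-D-glucopyranoside (1 mM final) in 50 mM citrate/phosphate pH 5.0, 0.01% Tween-20; 40 min at 37 C. Stopped at pH 10; 4-MU fluorescence Ex 365/Em 440 nm; AC50 by Hill fit.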
* = called active by the depositor; u = inconclusive; x = no result given; & = joins results of further samples; [ ] = another dose, or the depositor's remark. Unless noted, calls come from the whole dose curve; as a rule, active = well fitted curve in the direction sought with a large enough effect; inconclusive = small, poorly fitted or top-dose-only effect, or another doubt; inactive = no such curve, though single readings can be large; an effect the other way counts as inactive or inconclusive.

SMILES	HTT ATP protect	HTT aggregate	GAA glycogen	CBFb RUNX1 block	GAA inhib	LMNA splice mod	GAA spleen mod
Cc1ncc([N+](=O)[O-])n1Cc1cccc(F)c1	12%	3%	-10%	5%	6%	3%[9.22 µM]	-2%
COC(=O)C1=C(C)N(Cc2ccc(OC)cc2)C(=O)/C1=C\c1ccco1	17%[10 µM]	16%[9.22 µM]	-11%	u	-2%[15.4 µM]	x	-7%
CC1CC(C)CN(CCOc2ccccc2-c2ccccc2)C1 (centres undefined)	-4%[10 µM]	5%	6%	16%	-6%	u	-5%
CCOC(=O)C1=C(CN2CCCCCC2)NC(=O)NC1c1ccc2c(c1)OCO2 (centres undefined)	-40%[inhibitor]	3%	3%	13%	-8%	x	x
CCCCN(CCCC)C(=O)CN(C)S(=O)(=O)c1ccc2c(c1)n(C)c(=O)c(=O)n2C	14%[10 µM]	-8%	-1%	0%	5%	0%	2%
CSc1nnc(C)c(=O)n1COC(=O)c1cc(Cl)ccc1[N+](=O)[O-]	-11%	-3%	2%	-4%	1%	25%[9.22 µM]	1%
COC(=O)C(C)n1cnc2c(nnn2-c2ccc(OC)cc2)c1=O (centres undefined)	11%	-7%	12%	5%	-4%	11%	-5%
Cc1ccnc(NS(=O)(=O)c2ccc(N3C(=O)c4ccccc4C3=O)cc2)n1	8%[10 µM]	2%	13%	7%	-9%	-5%	4%
COC(=O)C1(C(=O)OC)CC(CO)C(=O)[C@H]1c1ccccc1 (some centres undefined)	u	x	x	-2%&2%	x	x	-2%&-2%
Clc1ccccn1	-8%	x	x	8%[21.7 µM]	x	x	1%
Cc1nc2sc3c(c2c(=O)o1)CC(C)(C)OC3	-9%	1%	1%	5%	0%	10%	-20%
Cc1ccc(C(=O)CSc2nnnn2Cc2ccccc2)cc1C	26%[10 µM]	-13%[9.22 µM]	0%	u	x	x	1%
O=C(CCS(=O)(=O)c1ccc(Cl)cc1)N1CCN(S(=O)(=O)c2cccs2)CC1	6%[10 µM]	-14%	0%	6%	-3%[15.4 µM]	1%	-10%
N/C(=N\OC(=O)COc1cc(Cl)c(Cl)cc1Cl)c1ccncc1	x	-17%	10%	12%	-2%	4%[46 µM]	1%
O=C(C1CC(c2ccc(F)cc2)=NO1)N1CCN(Cc2ccccc2)CC1 (centres undefined)	-6%	12%	-12%	0%	5%	-6%	7%
Cc1ccc(-n2[nH]c(C)c(/C=N/Nc3ccc([N+](=O)[O-])cc3[N+](=O)[O-])c2=O)cc1	-1%[10 µM]	3%	-20%	u	-6%	u	-9%
N#C/C(=N/Nc1ccc([N+](=O)[O-])cc1)C(=N)N1CCCCC1	-41%[inhibitor]	-2%	-14%	u	-11%	x	-16%
O=C(NC(=S)N1CCc2ccccc21)c1ccco1	-5%[10 µM]	-5%[9.22 µM]	-16%	1%	-21%	x	2%
CCCCNC(=O)Cn1cnc2c(cnn2-c2ccc(C)c(C)c2)c1=O	-4%[10 µM]	-2%	-2%	8%	-5%	u	2%
COc1ccc2cc(CN(CCCN3CCOCC3)Cc3nnnn3C3CCCC3)c(=O)[nH]c2c1	-16%	17%	u	3%	-3%	8%	-7%
O=C(NCc1ccccc1)c1cc(-c2cccs2)on1	-1%	4%	2%	3%	-2%	-8%	-2%
O=C(N/N=C/c1cccnc1)C1CCCN(S(=O)(=O)c2ccccc2)C1 (centres undefined)	21%[10 µM]	-12%	-1%	10%	-7%	-13%	-8%
O=C(Nc1ccccc1)Nc1ccc(C(=O)N2CCOCC2)cc1	18%	-7%	7%	-13%	12%	-7%	-8%
Cc1cccc(N2C(=O)CC(n3ccnc3)C2=O)c1C (centres undefined)	-2%	-7%	-2%	-1%	12%	u	-6%
CCCc1nnc(NC(=O)CCC(=O)NCc2ccc(OC)cc2)s1	7%[10 µM]	-11%[9.22 µM]	5%	9%	x	x	4%

(continued)
SMILES	HTT ATP protect	HTT aggregate	GAA glycogen	CBFb RUNX1 block	GAA inhib	LMNA splice mod	GAA spleen mod
O=C(NCC(c1ccco1)N1CCN(c2ccccc2)CC1)OCc1ccccc1 (centres undefined)	7%[10 µM]	3%	1%	-3%	8%	u	0%
COc1ccc(N(C(=O)CNS(=O)(=O)c2ccccc2)C(C(=O)NCc2ccco2)C(C)C)cc1 (centres undefined)	-13%[10 µM]	2%[9.22 µM]	0%	-6%	13%	3%[46 µM]	-5%
CCOC(=O)CSc1nnc(CNC(=O)Cc2ccccc2)n1C	-11%	2%	-4%	1%	-7%	-1%	0%
COc1ccc(C(=O)OCC(=O)NCC2CCCCC2)cc1S(=O)(=O)N1CCCc2ccccc21	24%	9%[9.22 µM]	1%	-4%	u	5%	-1%
CCN(CC)C(=O)COc1cc(C)cc2oc(=O)cc(-c3ccccc3)c12	-15%	-1%	2%	5%	-1%	-4%	-11%
CN(C)c1oc(-c2ccc(Cl)cc2)nc1S(=O)(=O)c1ccccc1	12%[10 µM]	4%	-5%	-2%	2%	-3%	10%
O=C(N/N=C/c1cccc2cccnc12)c1ccccc1O	-34%[10 µM]	-10%[9.22 µM]	1%	u	x	x	-2%
CSc1ccc(C2NC(=O)c3c(sc4c3CCN(C)C4)N2)cc1 (centres undefined)	13%	-1%	12%	1%	-2%	9%	0%
O=C(CCc1ccc(Oc2cc([N+](=O)[O-])cc([N+](=O)[O-])c2)cc1)N1CCCCC1	16%[10 µM]	u	-3%	2%	-12%	u	-12%
Cc1ccccc1C(=O)N1CCN(c2ccc([N+](=O)[O-])c(N3CCOCC3)c2)CC1	-4%	12%	7%	-4%	-11%	3%	3%
O=C(Nc1cccc(C(=O)N2CCCCCC2)c1)c1ccco1	12%	5%	-4%	5%	-7%	-2%	2%
COc1cccc(Cn2cnc3c([N+](=O)[O-])c(C)c(C)cc32)c1	-5%[10 µM]	-6%	-4%	-6%	7%	-1%[46 µM]	2%
CCc1ccccc1NC(=O)c1onc(C)c1Cl	-8%	8%	5%	0%	0%[15.4 µM]	5%	1%
Cc1[nH]n2c(=O)cc(C(C)C)nc2c1-c1ccccc1	0%	u	9%	-1%	-1%	u	2%
Cc1ccc(NC(=S)c2nc3ccccc3[nH]2)cc1	-92%[inhibitor]	1%	3%	u	-4%	u	-18%
CC(C(=O)NC1=NCCS1)N1C(=O)c2ccccc2C1=O (centres undefined)	-6%	-7%	6%	-7%	-16%	1%	1%
O=C(Cn1cc(C(=O)C2CC2)c2ccccc21)NCc1ccc2c(c1)OCO2	-1%	-19%	2%	-1%	-5%	u	-4%
COc1cc(OC)c(/C=N/NC(=O)COc2cccc3cccnc23)c(OC)c1	6%[10 µM]	1%[9.22 µM]	-8%	1%	x	x	-1%
Cc1cc(C(F)(F)F)n(-c2nc(C(=O)N/N=C/c3ccc(F)cc3)cs2)n1	-54%[inhibitor]	u	9%	-2%	-9%	u	-6%
O=C1NC(=O)C2C3c4ccccc4C(c4ccccc43)C12 (centres undefined)	19%[10 µM]	2%	-6%	1%	-3%	14%	-13%
CCC(=O)Oc1ccc(C2N(C(=O)CC)CCN2S(=O)(=O)c2ccc(C)cc2)cc1OC (centres undefined)	-8%	20%	8%	10%	-2%	-4%	3%
Cn1cccc1CNC(=S)Nc1ccccc1F	-14%	-10%	u	-12%	-5%	u	7%
CCOC(=O)CN1C(=O)CN(c2ccc(C)cc2)C1=O	-12%[10 µM]	-6%	-2%	1%	5%	0%	5%
O=C(OCc1nc2ccc(Cl)cc2n1CCO)c1ccccc1C(=O)c1ccccc1	14%[10 µM]	-22%	8%	-10%	-22%	0%	4%
Cc1ccc(OC(=O)c2ccc(Br)o2)cc1	-3%	3%	-1%	7%	7%	10%	5%
Cc1nc2cncnc2n(Cc2ccccc2)c1=O	-16%	x	x	x	x	u	-12%
COCCSc1ccccc1C(=O)Nc1cc(C)on1	-3%	-1%	1%	7%	0%	4%	-1%
O=C(NCc1ccco1)c1sc2ccccc2c1Cl	11%[10 µM]	-7%	0%	-6%	-6%	-4%	-2%
Nc1nc(SCC(=O)Nc2ccc(S(N)(=O)=O)cc2)n[nH]1	-4%[10 µM]	-8%[9.22 µM]	-11%	6%	8%	27%[46 µM]	-1%

13 structures out of the list, ordered by length of the SMILES, descending.
SMILES	HTT ATP protect	HTT aggregate	GAA glycogen	CBFb RUNX1 block	GAA inhib	LMNA splice mod	GAA spleen mod
O=C(CCc1ccc(Oc2cc([N+](=O)[O-])cc([N+](=O)[O-])c2)cc1)N1CCCCC1	16%[10 µM]	u	-3%	2%	-12%	u	-12%
COc1ccc(C(=O)OCC(=O)NCC2CCCCC2)cc1S(=O)(=O)N1CCCc2ccccc21	24%	9%[9.22 µM]	1%	-4%	u	5%	-1%
CCC(=O)Oc1ccc(C2N(C(=O)CC)CCN2S(=O)(=O)c2ccc(C)cc2)cc1OC (centres undefined)	-8%	20%	8%	10%	-2%	-4%	3%
Cc1cc(C(F)(F)F)n(-c2nc(C(=O)N/N=C/c3ccc(F)cc3)cs2)n1	-54%[inhibitor]	u	9%	-2%	-9%	u	-6%
O=C(OCc1nc2ccc(Cl)cc2n1CCO)c1ccccc1C(=O)c1ccccc1	14%[10 µM]	-22%	8%	-10%	-22%	0%	4%
COc1cc(OC)c(/C=N/NC(=O)COc2cccc3cccnc23)c(OC)c1	6%[10 µM]	1%[9.22 µM]	-8%	1%	x	x	-1%
O=C(NCC(c1ccco1)N1CCN(c2ccccc2)CC1)OCc1ccccc1 (centres undefined)	7%[10 µM]	3%	1%	-3%	8%	u	0%
Nc1nc(SCC(=O)Nc2ccc(S(N)(=O)=O)cc2)n[nH]1	-4%[10 µM]	-8%[9.22 µM]	-11%	6%	8%	27%[46 µM]	-1%
CC(C(=O)NC1=NCCS1)N1C(=O)c2ccccc2C1=O (centres undefined)	-6%	-7%	6%	-7%	-16%	1%	1%
CCOC(=O)CSc1nnc(CNC(=O)Cc2ccccc2)n1C	-11%	2%	-4%	1%	-7%	-1%	0%
O=C(N/N=C/c1cccc2cccnc12)c1ccccc1O	-34%[10 µM]	-10%[9.22 µM]	1%	u	x	x	-2%
O=C(NCc1ccco1)c1sc2ccccc2c1Cl	11%[10 µM]	-7%	0%	-6%	-6%	-4%	-2%
CCc1ccccc1NC(=O)c1onc(C)c1Cl	-8%	8%	5%	0%	0%[15.4 µM]	5%	1%
